Screening results: PubChem, National Center for Advancing Translational Sciences (NCATS)
IDH1 R132H inh – inhibitors of human mutant IDH1 R132H; O75874; IDH1-R132H enzyme, NADPH consumption, diaphorase/resazurin fluorescence; Potency, µM (titrated, usually from 76.6 µM), without a hit: at the top dose activity change, negative = inhibition, most hits filed as inhibitors; actives 0.093% (n = 390,000); AID 602179; further: potency means the concentration at half of the fitted maximal effect; on the % scale 0 is the no-effect control and ±100 the full control effect; nearly all actives have a fitted effect of over 65% in size
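IDH1-R132H (0.5 ug/mL dispensed) in pH 7.5 Tris buffer was preincubated 30 min with compound, then given a substrate mix of 0.016 mM NADPH and 2 mM alpha-KG for 80 min at room temperature; remaining NADPH was read by diaphorase/resazurin fluorescence.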
TrxR1 inh – blocks rat thioredoxin reductase 1; recombinant rTrxR1, NADPH fluorescence consumption, selenite substrate; Potency, µM (top dose mostly 114 µM), without a hit: top-dose activity change, negative = inhibition, usual class: inhibitors; actives 1% (n = 390,000); AID 588453; further: potency means the concentration at half of the fitted maximal effect; on the % scale 0 is the no-effect control and ±100 the full control effect; nearly all actives have a fitted effect of over 65% in size
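Rat TrxR1 (90 nM in the dispensed reagent) was pre-reduced with 400 uM NADPH for 5 min at room temperature, then incubated with compound for 15 min. After 400 uM selenite was added, NADPH fluorescence (Ex 340/Em 450 nm) was followed for 8 min.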
RGS4 inh – inhibitors of human regulator of G protein signaling 4; P49798; Transcreener GDP fluorescence polarization, RGS4-accelerated GTP hydrolysis; Potency, µM (series often up to 114 µM), for inactives: at the top dose activity change, negative = inhibition, usual class: inhibitors; actives 0.039% (n = 390,000); AID 504845; further: potency means the concentration at half of the fitted maximal effect; on the % scale 0 is the no-effect control and ±100 the full control effect; nearly all actives have a fitted effect of over 75% in size; some results filed as inactive show a strong effect at the top dose
Target sequence (P49798 whole entry, looked up): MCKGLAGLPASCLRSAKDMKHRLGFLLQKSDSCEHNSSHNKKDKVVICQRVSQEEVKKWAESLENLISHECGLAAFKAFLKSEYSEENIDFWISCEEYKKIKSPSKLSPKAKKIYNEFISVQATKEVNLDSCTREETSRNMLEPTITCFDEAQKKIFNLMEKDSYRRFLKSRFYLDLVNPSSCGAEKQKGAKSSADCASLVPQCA
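MLSMR compounds (23 nl, pin-transferred) preincubated 10 min at room temperature with a 500nM (2x) first reagent, then RGS4 at 900nM (2x) plus Transcreener GDP mix added; fluorescence polarization (620/688 nm) read before and after 90 min at 30 °C.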
USP1 inh – inhibitors of human USP1/UAF1 deubiquitinase | actives 0.23% (n = 390,000) | recombinant USP1/UAF1, Ub-Rhodamine cleavage fluorescence | AID 743255 | O94782 | Potency, µM (top dose mostly 57.1 µM), without a hit: at the top dose activity change, negative = inhibition, most hits filed as inhibitors; further: potency means the concentration at half of the fitted maximal effect; on the % scale 0 is the no-effect control and ±100 the full control effect; nearly all actives have a fitted effect of over 60% in size; inactives centre near -12
Target sequence (O94782 whole entry, looked up): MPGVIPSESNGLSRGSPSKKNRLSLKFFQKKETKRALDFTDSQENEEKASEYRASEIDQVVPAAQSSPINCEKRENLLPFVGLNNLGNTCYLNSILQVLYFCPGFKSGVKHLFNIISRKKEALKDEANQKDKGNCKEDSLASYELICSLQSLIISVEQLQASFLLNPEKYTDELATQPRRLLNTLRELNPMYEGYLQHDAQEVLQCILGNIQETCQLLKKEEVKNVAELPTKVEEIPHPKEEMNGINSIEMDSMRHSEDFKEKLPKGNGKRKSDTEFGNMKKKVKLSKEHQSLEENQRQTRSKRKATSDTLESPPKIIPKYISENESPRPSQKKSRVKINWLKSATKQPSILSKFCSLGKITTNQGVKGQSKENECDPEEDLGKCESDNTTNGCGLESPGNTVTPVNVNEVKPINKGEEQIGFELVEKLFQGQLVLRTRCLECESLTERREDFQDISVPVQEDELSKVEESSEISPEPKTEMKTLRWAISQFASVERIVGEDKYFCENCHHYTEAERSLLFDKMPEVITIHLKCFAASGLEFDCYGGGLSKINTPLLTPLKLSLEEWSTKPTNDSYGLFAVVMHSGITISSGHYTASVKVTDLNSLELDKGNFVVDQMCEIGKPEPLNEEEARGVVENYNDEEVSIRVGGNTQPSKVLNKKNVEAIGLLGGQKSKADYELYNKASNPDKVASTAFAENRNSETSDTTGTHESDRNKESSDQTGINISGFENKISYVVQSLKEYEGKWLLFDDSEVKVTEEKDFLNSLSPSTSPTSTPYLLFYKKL
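1 nM enzyme complex + cpd, 15 min RT; start with Ub-Rho 150nM final; kinetic fluorescence ex 480/em 540, 6 reads q60 s. Buffer 50mM HEPES pH 7.8, 0.5mM EDTA, 0.1 mg/ml BSA, 1mM TCEP, 0.01% Tween-20.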
Vif-APOBEC3G blk – blocks the Vif interaction with human APOBEC3G. AID 602310. Q9HC16. actives 0.076% (n = 410,000). HeLa A3G-eYFP + Vif (tagged APOBEC3G with the HIV-1 protein that degrades it), YFP fluorescence, overnight. Potency, µM (top dose mostly 46.1 µM), for inactives: at the highest dose activity, negative = active, usual class: inhibitors;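 further: potency means the concentration at half of the fitted maximal effect; on the % scale 0 is the no-effect control and ±100 the full control effect; nearly all actives have a fitted effect of over 60% in size; hits raise eYFP signal because A3G escapes Vif-driven loss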
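Read-out is eYFP fluorescence (Ex 488/Em 500-530) from Vif-expressing HeLa A3G-eYFP cells; more signal means A3G escaped Vif-mediated degradation. Cells plated overnight, compound pinned in, incubated overnight at 37 deg C.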
GRP78 ERSR act – induces the endoplasmic reticulum stress response in human glioma cells | U87-MG GRP78 promoter luciferase reporter, 16 h | Potency, µM, inactives show at the top dose activation, actives largely listed as activators | actives 0.02% (n = 420,000) | AID 602332; further: potency means the concentration at half of the fitted maximal effect; series mostly up to about 76 µM; % of control where 0% means no effect; nearly all actives have a fitted effect of over 35% in size
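Stably transfected U87-MG human glioma cells carrying a GRP78-based luminescent sensor were seeded at 1000 cells/well, pin-dosed with compounds and incubated 16 h. Luciferase reagent was then added, and end-point luminescence was read after 10 min at room temperature.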
Vif-APOBEC3F blk – inhibitors of Vif-A3F interaction | HeLa A3F-eYFP + Vif (tagged APOBEC3F with the HIV-1 protein that degrades it), YFP fluorescence increase | Potency, µM (top dose mostly 46.1 µM), inactives show at the highest dose activity, negative = active | actives 0.2% (n = 390,000) | AID 602313; further: potency means the concentration at half of the fitted maximal effect; % of control where 0% means no effect; nearly all actives have a fitted effect of over 65% in size
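Fluorescence increase (Ex 488/Em 500-530) after overnight compound treatment at 37 deg C flags inhibition of Vif-driven A3F-eYFP loss in stable HeLa A3F-eYFP/Vif cells seeded overnight beforehand.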
TrxR1 substrate – substrates of rat thioredoxin reductase 1 | O89049 | actives 0.01% (n = 390,000) | Potency, µM (series often up to 114 µM), without a hit: at the highest dose activity change, negative = substrate turnover | purified TrxR1 substrate turnover, NADPH consumption readout; further: potency means the concentration at half of the fitted maximal effect; on the % scale 0 is the no-effect control and ±100 the full control effect; nearly all actives have a fitted effect of over 50% in size
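Rat TrxR1, dispensed at 90 nM, was prereduced with 400 uM NADPH (final) for 5 min at ~22 deg C, then incubated with compound 15 min before 400 uM selenite. A first-read NADPH fluorescence drop versus no-compound background flagged substrates.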
LDHA block – blocks human lactate dehydrogenase A; P00338; purified LDHA, NADH/diaphorase-resazurin fluorescence; hits give low values; activity change, % (values are at about 110 or 230 µM); actives 0.15% (n = 480,000); in the data active means activity change below about -30%; inconclusive means mostly about -25% to -30%;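 further: plate controls were DMSO wells for no effect and wells without enzyme for full effect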
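Resorufin fluorescence (ex540/em590), read at 0 and 20 min after diaphorase/resazurin addition, reports the NADH left after a 5 min room-temperature reaction of 2 nM human LDH5 with 0.06 mM NADH and 0.2 mM pyruvate.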
Active calls of the source: *; ? = inconclusive; [ ] = dose if it differs, or a comment. Unless noted, the call rests on the fitted dose curve; in most records, active means well fitted curve in the direction sought with a large enough effect; inconclusive means small, poorly fitted or top-dose-only effect, or another doubt; inactive means no such curve, though single readings can be large; an effect the other way counts as inactive or inconclusive. Not all compounds are listed; the hit share may differ from the screen's.

SMILES	IDH1 R132H inh	TrxR1 inh	RGS4 inh	USP1 inh	Vif-APOBEC3G blk	GRP78 ERSR act	Vif-APOBEC3F blk	TrxR1 substrate	LDHA block
COc1cccc(/C=N/NC(=O)C(=O)N2CCCC2)c1O	1.9%	16.0%	6.2%	9.8%	-5.8%	0.9%	-5.3%	1.5%	12.4
O=S(=O)(c1ccccc1)c1nc(-c2cccs2)oc1SCc1ccccc1F	24.4%	-9.3%	-13.6%	-16.4%	-0.2%	-2.2%	0.4%	-3.4%	3.2
O=C(Cc1cccs1)Nc1cccc(-c2nc3cc4ccccc4cc3[nH]2)c1	8.7%	-16.7%	-10.3%	-5.9%	-2.1%	-4.1%	0.1%	95.7%[activator]	-5.7
COCCNC(=O)COc1ccc(Br)cc1Cl	-0.7%	10.2%[57.1 µM]	31.4%	-4.5%	-0.4%	-3.2%	-2.6%	-9.9%	-1.3
O=C(NCCc1ccc(C(F)(F)F)cc1)C1CCC(=O)N(CCc2cccc(F)c2)C1 (stereo unspecified)	2.1%	-0.8%	0.3%	-27.3%	-1.1%	7.7%	-9.7%	-1.1%	-3.4
COc1ccc(CCNC(=O)C2CCN(C(=O)c3ccc(OC)c(OC)c3)CC2)cc1	5.9%	10.9%[57.1 µM]	21.9%	-3.2%	-0.1%	-4.5%	10.9%	-15.4%	-0.1
CN1C2=C(C(=O)CC(C)(C)C2)C(c2cccs2)C2=C1CC(C)(C)CC2=O	-5.0%	-7.4%	-22.2%	-25.3%	0.4%	-1.0%	?	55.3%[activator]	0.0
O=C(Nc1ccc2c(c1)OCO2)c1ccc(=O)[nH]n1	0.1%	8.3%	-11.6%[11.4 µM]	-19.1%	-1.7%	-3.7%	6.9%	1.9%	3.2
CC(=O)Nc1ccc(NC(=O)CCC(=O)NCCO)cc1	6.3%	15.4%	12.4%	-12.5%	3.0%	-1.2%	1.2%	2.7%	-1.1
N#C/C=C(/N)N1CCN(c2ccc(Cl)c(Cl)c2)CC1	13.1%	7.3%[57.1 µM]	-16.8%	-16.0%	0.9%	-4.2%	-9.1%	-2.9%[57.1 µM]	-7.3
CCn1c(SCC(=O)c2ccc(Cl)cc2)nnc1C(C)C	0.9%	?	?	-20.1%	3.5%	?	1.4%	-2.2%	0.1
CC(=O)Nc1ccc(S(=O)(=O)N(CC(=O)Nc2cc(C)on2)Cc2ccc(F)cc2)cc1	-4.0%	-16.7%	8.7%	-4.8%	-14.0%	-4.4%	4.3%	-7.6%	-4.0
Cc1ccc(N(C(=O)c2csnn2)C(C(=O)NC2CCCC2)c2ccncc2)c(C)c1 (stereo unspecified)	0.2%	7.0%	19.7%	-20.2%	-6.0%	-1.2%	-11.7%	1.5%	-4.0
COC(=O)[C@]1(Cc2ccccc2)N[C@H](CN(C)C(=O)Nc2ccc(OC)cc2)[C@@H]2C(=O)N(Cc3ccccc3)C(=O)[C@@H]21	6.2%	-1.3%	20.3%	-10.8%	1.4%	-3.4%	3.5%	-13.4%	1.4
CC1CN(S(=O)(=O)c2ccc3c(c2)NC(=O)CC(=O)N3)c2ccccc2O1 (stereo unspecified)	-12.9%	15.5%[57.1 µM]	5.9%	-9.3%	3.3%	-3.5%	1.0%	0.2%[57.1 µM]	-6.8
O=C(N/N=C/c1ccncc1)c1sc2ccccc2c1Cl	7.4%	-1.8%	-33.1%	?	-5.3%	-0.8%	-12.4%	13.7%	-2.4
COc1ccc(CNC(=O)c2cc(=O)c3cc(C)c(C)cc3o2)cc1	3.2%	10.9%	8.8%	-2.8%	1.5%	-4.9%	2.6%	-5.0%	-11.9
Cn1c(SCC(=O)NCc2ccc3c(c2)OCO3)ncc(C(=O)Nc2ccc(F)cc2)c1=O	1.5%	10.9%	-9.0%	-17.9%	-0.3%	2.9%	?	38.3%[activator]	-4.7
C=CCN(c1ccccc1OC)S(=O)(=O)c1cccc(C(=O)OCC(=O)N2CC(C)OC(C)C2)c1 (stereo unspecified)	3.4%	-2.7%	-34.9%	5.1%	-11.0%	-1.9%	2.0%	-8.8%	0.9
O=C(c1nc2ccccn2c1CNCCCn1nnc2ccccc21)N1CCOCC1	3.5%	-19.4%	-14.6%	-22.0%	-0.9%	-6.2%	2.0%	2.9%	1.5
COc1ccc(OC)c(NC(=O)CSc2ccc(-c3sc(C)nc3C)nn2)c1	2.4%	20.7%[57.1 µM]	-7.3%	-12.0%	3.0%	-4.0%	-1.2%	-0.5%[57.1 µM]	1.0
Cc1ccc(C2(c3ccccc3)NC(=O)N(CC(=O)NC3CCCCC3)C2=O)cc1C (stereo unspecified)	1.9%	-10.8%	1.4%	-24.0%	-0.3%	-5.2%	10.7%	-12.8%	-2.3
Cc1ccc(C(=O)OCC(=O)Nc2c(Cl)cc(S(N)(=O)=O)cc2Cl)o1	12.8%	-1.2%	3.5%[56.9 µM]	-9.1%	0.7%	-5.9%	-0.7%	-4.2%	-6.7
COc1ccc(S(=O)(=O)N2CCC(C(=O)N3CCCCC3)CC2)cc1	12.0%	12.4%	13.5%	-2.5%	-1.1%	-1.4%	12.0%	7.0%[0.0914 µM]	-2.8
O=C1c2ccccc2C(=O)N1CCCN1C(=O)c2ccccc2C1=O	3.9%	-3.0%[2.29 µM]	-8.1%	-22.5%	3.3%	4.4%	-6.6%	-3.3%[2.29 µM]	-8.5
Cc1ccccc1Nc1nc(N)nc(COC(=O)[C@@H](NC(=O)c2ccco2)C(C)C)n1	-2.5%	5.6%	-6.1%	1.0%	-0.9%	0.3%	2.6%	3.7%	-3.3
COc1ccc(C(=O)OCC(=O)Nc2ccc([N+](=O)[O-])cc2OC)c(O)c1	1.2%	16.7%	-1.9%	-21.7%	-5.4%	-1.1%	-4.3%	6.3%	-2.6
Cc1ccc(Nc2ncnc3c2nc2n3CCCC2)cc1F	-12.5%	4.8%	10.4%	?	6.0%	-0.5%	4.0%	-4.7%	-10.1
O=C(Nn1c(Cc2ccccc2)nc2ccccc2c1=O)c1c(O)c2cccc3c2n(c1=O)CCC3	-0.8%	15.1%	12.1%	-24.6%	8.1%	-2.3%	9.2%	15.9%	-2.2
Cc1ccc(NS(=O)(=O)c2c(C)[nH]c(C)c2C(=O)N2CCCCC2)cc1Cl	0.0%	13.1%	4.2%[11.4 µM]	-22.0%	2.1%	-4.6%	0.9%	2.4%	0.4
CC1(C)CC(=O)C2=C(C1)N(c1ncn[nH]1)C(N)=C(C#N)C2c1ccccc1 (stereo unspecified)	-2.9%	-12.0%	-4.3%	-3.1%	-1.2%	-2.3%	6.5%	-6.4%	-1.1
CC(C)[C@H](NC(N)=O)C(=O)Nc1ccc2c(c1)CCC2	6.6%	0.2%	-43.9%	-6.0%	2.3%	0.2%	-0.4%	-4.4%	-1.1
CN(C)C(=O)CN1C(=O)NC2(CCCc3ccccc32)C1=O (stereo unspecified)	-5.4%	26.2%	9.1%	-5.3%	0.3%	-4.8%	2.1%	0.9%	-6.3
COc1cc(C(c2nnnn2C(C)(C)C)N2CCN(c3nc4ccccc4s3)CC2)ccc1O (stereo unspecified)	1.0%	12.6µM*	-33.3%	-19.8%	-4.0%	-2.2%	8.3%	10.2%[57.1 µM]	-4.6
CC(NC(=O)c1ccc(F)cc1Cl)C1CC2CCC1C2 (stereo unspecified)	0.0%	8.5%	-12.6%	-13.7%	0.5%	7.1%	26.8%	-0.8%	-5.0
C/C(Cl)=C/Cn1c(SCCN2CCOCC2)nc2c1c(=O)[nH]c(=O)n2C	0.2%	11.0%[57.1 µM]	-5.9%	-10.1%	-1.1%	-2.8%	-8.9%	7.0%	-4.5
O=[N+]([O-])c1ccc(CN2CCN(c3ncccn3)CC2)cc1	6.7%	23.6%	-26.2%	-21.3%	6.5%	-5.3%	4.3%	-0.9%	-17.4
COc1ccccc1CCC(=O)Nc1cccc(S(=O)(=O)N2CCCC2)c1	3.0%	-1.6%	-3.1%	-9.3%	-2.4%	-2.4%	5.1%	-7.3%	-11.5
COc1ccc(C(=O)N2CCN(Cc3ccc4c(c3)OCO4)CC2)cc1[N+](=O)[O-]	0.0%	13.4%[57.1 µM]	-10.4%	-18.2%	-2.0%	-0.8%	-4.3%	2.2%[57.1 µM]	2.4
CCc1cccc(NC(=S)Nc2cccc3ccccc23)c1	8.6%	-7.0%	?	?	3.6%	5.4%	?	24.2%	5.0
Cc1[nH]c2ccccc2c1C1=CC(=O)C=CC1=O	3.3%	25.1µM*	?	-21.5%	?	-13.3%	?	4.8%	45.6

2 compounds from above, reduced to USP1 inh, RGS4 inh and TrxR1 substrate:
Structure	USP1 inh	RGS4 inh	TrxR1 substrate
O=[N+]([O-])c1ccc(CN2CCN(c3ncccn3)CC2)cc1	-21.3%	-26.2%	-0.9%
COc1ccccc1CCC(=O)Nc1cccc(S(=O)(=O)N2CCCC2)c1	-9.3%	-3.1%	-7.3%
